HTRA1 inh – blocks human HTRA1 serine peptidase; recombinant HTRA1, FP-rhodamine activity-based probe, fluorescence polarization; Q92743; hit rate 0.5% among 340,000; inhibition, % at 5.96 µM; AID 504803; in the data active = inhibition above about 36%;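 also: 0% = enzyme with DMSO and 100% = wells lacking enzyme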
Target sequence (Q92743 whole entry, looked up): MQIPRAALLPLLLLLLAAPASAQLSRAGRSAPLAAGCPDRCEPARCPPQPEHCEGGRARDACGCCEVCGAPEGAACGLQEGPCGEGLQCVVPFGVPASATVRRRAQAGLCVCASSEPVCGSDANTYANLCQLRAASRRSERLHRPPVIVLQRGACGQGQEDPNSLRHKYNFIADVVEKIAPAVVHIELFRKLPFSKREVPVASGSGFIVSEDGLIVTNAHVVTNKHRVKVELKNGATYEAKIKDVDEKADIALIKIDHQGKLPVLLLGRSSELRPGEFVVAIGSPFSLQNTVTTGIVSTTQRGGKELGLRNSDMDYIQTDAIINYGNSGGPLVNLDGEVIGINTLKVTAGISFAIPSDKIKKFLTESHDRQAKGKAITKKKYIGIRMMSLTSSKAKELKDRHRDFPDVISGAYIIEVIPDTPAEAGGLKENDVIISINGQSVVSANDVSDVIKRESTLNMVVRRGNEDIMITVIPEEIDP
Starred values were filed as active, the others as inactive; & = joins results of further samples. The list is partial. The share of hits here may be higher or lower than overall.

SMILES	HTRA1 inh
CCCCCCCCC[n+]1cccc2c3ccccc3ccc21	11
S=C(Nc1cccnc1)Nc1ccccn1	3
CCCCNC(=O)N1CCN(C(c2ccccc2)c2ccccc2)CC1	-6
CCCn1c(=NC(=O)c2ccncc2)c(C#N)cc2c(=O)n3cccc(C)c3nc21	-5
CN(C)S(=O)(=O)c1cccc(-c2cn3cc(Cl)ccc3n2)c1	-4
Cc1ccc(-n2nc3c(c2NC(=O)C(C)C)CS(=O)(=O)C3)cc1	1
CCN(CC)CCNC(=O)c1ccc(NC(=O)C2CC(=O)N(c3ccc4c(c3)OCCO4)C2)cc1 (stereo unspecified)	-2
CCOC(=O)[C@H]1[C@H]2COc3cc(OC)ccc3[C@@H]2N2C(=O)N(c3ccc(Br)cc3)C(=O)[C@@]12C	-40
C/C(=N\Nc1nncc2ccccc12)c1ccc(C(C)(C)C)cc1	8
Cc1ccc(-n2nnc3c(SCC(=O)NCC4CCCO4)ncnc32)cc1 (stereo unspecified)	-1
CCCCNC(=O)C(C)N(CCN(C)C)C(=O)CCCN1C(=O)NC(c2ccc([N+](=O)[O-])cc2)C(C(=O)OCc2ccccc2)=C1C (stereo unspecified)	2
COc1ccc(-c2csc(NCc3ccco3)n2)cc1C	-7
COC(=O)c1ccc(-c2nc(CN3CCC(C(=O)N4CCOCC4)CC3)c(C)o2)cc1	0
CCOC(=O)[C@@H]1[C@H]2COc3cc(OC)ccc3[C@H]2N2C(=O)N(c3cccc(Cl)c3)C(=O)[C@@]12C	-28
N#Cc1ccc(Oc2ccc(S(=O)(=O)N3CCCCC3)cn2)cc1	2
CC(=O)Oc1ccc2c(c1)O/C(=C\c1ccncc1)C2=O	4
O=C(COc1cc2oc(=O)c3c(c2cc1Cl)CCC3)NCc1ccccn1	2
Cc1cccc(C(=O)CC(=O)c2cc(Cl)ccc2O)c1	0
CN1CCN(Cn2cc(/C=C/C(=O)c3ccccc3)c3ccccc32)CC1	-9
CCS(=O)(=O)Nc1ccc(-c2nnc(SCC(=O)c3cccc(OC)c3)o2)cc1	2
N/C(=N\OC(=O)COc1ccc2ccccc2c1)c1ccncc1	-15
CC(=O)N(Cc1ccc(F)cc1)C1=C(NCc2ccccc2)C(=O)c2ccccc2C1=O	2
O=C(C1=C[C@H](c2ccc(C(F)(F)F)cc2)C[C@H](OCc2ccc(CO)cc2)O1)N1CCCCCCC1	-30
CC(C)(C)c1cc(NC(=O)c2cccc([N+](=O)[O-])c2)no1	9
CCC/C=C(\CCC)C(NC(=O)Cc1ccccc1)c1ccc(C(=O)OC)cc1 (stereo unspecified)	-44
O=C(C1=C[C@H](C2CCCCC2)C[C@H](OCc2ccc(CO)cc2)O1)N1CCN(Cc2ccc3c(c2)OCO3)CC1	-66
O=C1C2C3C=CC(CO)(O3)C2C(=O)N1c1ccccc1-c1ccccc1 (stereo unspecified)	-10
N#CCCN(NC1=NS(=O)(=O)c2ccccc21)C(=O)c1ccccc1Br	14
COc1ccc(C(=O)Nc2cc(Cl)ccc2OC(=O)c2ccc(OC)cc2)cc1	-5
O=C(COC(=O)c1ccc(NS(=O)(=O)c2cccs2)cc1)Nc1nc2c(F)c(F)c(F)cc2s1	-53
CCOC(=O)C1CCN(Cc2ccc(OCc3ccccc3)c(OC)c2)CC1	6
C[C@H](CO)N1C[C@H](C)[C@@H](CN(C)Cc2ccc(-c3ccccc3)cc2)Oc2c(NC(=O)Cc3ccccc3)cccc2C1=O	-124
CCCCCCOC(=O)c1ccc(OC(=O)c2cccnc2)cc1	-6
Nc1ccc(-c2c3ccc(=O)cc-3oc3cc(O)ccc23)c(C(=O)O)c1	13
O=C(CC1Nc2ccccc2NC1=O)NCC1COc2ccccc2O1 (stereo unspecified)	8
CCN(CC)c1ccc2c(Cl)c(Br)c(=O)oc2c1	-26
CCCCN(CC)S(=O)(=O)c1ccc(C(=O)Nc2nnc(-c3ccccc3Cl)o2)cc1	4
Nc1cccc2c(O)cc(S(=O)(=O)O)cc12	31
CCCNC(=O)CCn1nc(-c2ccccc2)c2ccccc2c1=O	3
CNC(=O)CCn1nc(-c2ccc(C)cc2)c2ccccc2c1=O	6
COc1cc(Cl)cc2c1Sc1ccccc1/C2=C/CCN(C)C	-17
CCOC(=O)CS(=O)(=O)c1nc(-c2ccc(F)cc2)cc(C(F)(F)F)n1	-31
O=C(c1ccc(Cl)cc1)C1CCN(C(=O)C2CC2)CC1	1
O=[N+]([O-])c1ccc2nc(SCc3ccccc3Cl)sc2c1	3
COc1cc(OC)c2c(-c3cccc(-c4ccc(C(C)=O)cc4)c3)cc(=O)oc2c1	4
C=CCn1nc([N+](=O)[O-])nc1Sc1cccc2cccnc12	12
Cc1cc(=O)[nH]c(N2CCCNCC2)n1	1
C/C(=N\N)c1c(-c2ccccc2)c2cc(Br)ccc2[nH]c1=O	-24
NC(=O)c1cnn2c(-c3ccc(Cl)cc3Cl)ccnc12	2
CN1CCN(c2ccccc2NC(=O)c2ccc([N+](=O)[O-])o2)CC1	4
CCOC(=O)c1ccc(-n2c(=S)sc3c(=O)[nH]c(C)nc32)cc1	-4
COc1ccc(CNC(=O)C2CCN(S(=O)(=O)c3c(C)noc3/C=C/N(C)C)CC2)cc1	-26
Cc1scc(C(=O)NNC(=O)CCC(=O)O)c1C	-6
Cc1ccccc1-c1nc(CN2CCC(C(=O)NCc3ccco3)CC2)c(C)o1	-2
CC(C)SC1=NC(C)(C)C=C(/C=C/c2c(Cl)cccc2Cl)N1	-15
CCn1cc(CNCc2ccc(OCC(O)CN(C)Cc3ccccc3)cc2)cn1 (stereo unspecified)	-1
CCOc1ccc2nc(N(CCN(C)C)C(=O)c3cc4ccccc4cc3OC)sc2c1	-17
CN(C)C1CCN(Cc2cc(COCc3ccccc3)c3cccnc3c2O)C1 (stereo unspecified)	54*
CCOC(=O)c1c(NC(=O)C2CC(Cl)=CCC2C(=O)O)sc2c1CCCCC2 (stereo unspecified)	-22
COC(=O)CNc1nc(OC)nc(N(C)C)n1	0

Further results follow:
SMILES	HTRA1 inh
CCN(C(=O)Cc1c(C(=O)O)[nH]c2ccccc12)c1ccc(OC)cc1	-5
COc1ccc(/C=C2\Oc3cc(OCC(=O)N4CCC(C(=O)O)CC4)ccc3C2=O)c(OC)c1	-4
Cc1csc(NC(=O)C2CCCCC2)n1	5
Cc1ccc(N2C(=O)N3[C@H]4c5ccccc5OC[C@@H]4[C@@H](c4ccccc4)[C@@]3(C)C2=O)cc1	-26
Cn1cccc1C(=O)NC(=O)COC(=O)c1ccc(S(C)(=O)=O)c([N+](=O)[O-])c1	-18
CC1CCCN(CCCNC(=O)C2CCC(CNS(=O)(=O)c3cccc4nsnc34)CC2)C1 (stereo unspecified)	-1
CCCCn1c(N)c(N(CC(C)C)C(=O)c2cc3c(s2)CCC3)c(=O)[nH]c1=O	11
CC(/C=N/NC(=O)c1cc(-c2ccncc2)nc2ccccc12)=C\c1ccco1	3
CS(=O)(=O)c1ccc(C(=O)OCc2nnc(-c3ccc(Cl)cc3)o2)cc1[N+](=O)[O-]	-16
CCCCC(=O)N1C/C=C\C(c2ccc(OC)cc2)N(Cc2ccc(F)cc2)C(=O)[C@H]1Cc1ccccc1 (stereo partly specified)	-35
Cc1ccccc1NC(=O)C1CCCN1S(=O)(=O)c1cccc2cccnc12 (stereo unspecified)	-5
COc1ccccc1CNS(=O)(=O)c1ccc2[nH]cc(C(=O)O)c(=O)c2c1	-1
CCOC(=O)c1c(Nc2ccccc2)sc(/C=C2\C=Nc3ccccc32)c1O	-30
C[C@@H]1NC(=O)c2cc([N+](=O)[O-])cc(I)c2NCCCC[C@@H](C(N)=O)NC(=O)[C@H](CC(N)=O)NC1=O	-1
Cc1ccc(C)c(S(=O)(=O)Nc2cc(SCC(=O)O)c(O)c3ccccc23)c1	45*
CCc1nc(SCC(=O)c2ccc(Cl)s2)c2oc3ccccc3c2n1	-18
O=C(C1=C(O)C(=O)N(CCN2CCOCC2)C1c1ccc([N+](=O)[O-])cc1)c1cc2ccccc2o1 (stereo unspecified)	2
COC(=O)c1cc2sc(Cl)cc2n1CC(=O)N1CCCc2ccccc21	-10
CC(=O)Nc1ccc(N/C=C/C(=O)c2ccc(Br)cc2)cc1	-3
CCCc1[nH]nc2c1C(c1ccc(Br)s1)C(C#N)=C(N)O2 (stereo unspecified)	7
COC(=O)c1cc(=O)n(Cc2ccco2)c(=Nc2ccc(F)cc2)s1	-7
N#C/C(=C\c1ccco1)C(=O)NCc1ccccc1	4
CCCN(CCC)c1nc2c(C)cccn2c(=O)c1/C=C1/SC(=S)N(Cc2ccco2)C1=O	-28
CC(=O)c1cccc(NC(=O)Cn2cnc(S(=O)(=O)N3CCC(C)CC3)c2)c1	2
CCn1c(C)nc2cc(-c3nc4n(n3)Cc3ccccc3-4)ccc21	5
CCOc1ccc(-n2ccnc2SCC(=O)NCc2ccc3c(c2)OCO3)cc1	2
O=C(NCCCN1CCN(C2CCCCC2)CC1)Nc1ccccc1C(F)(F)F	-5
O=C(c1ccc(Cn2cc(Cl)cn2)o1)N1CCN(Cc2ccc3c(c2)OCO3)CC1	-5
Cc1ccccc1CSc1nsc(N)n1	3
CN(C)c1ccc(N=Cc2ccco2)cc1	55*
COc1ccc(CCNC(=O)C2CCN(S(=O)(=O)c3cccc4cccnc34)CC2)cc1OC	-1
Cc1ccc(NC(=S)Nc2ccc3nc(-c4ccccn4)c(-c4ccccn4)nc3c2)cc1C	-2
O=C(O)c1ccc(-c2ccc(-c3ccccc3)cc2)s1	-51
COc1ccc(OCC(=O)Nc2cc3oc4ccccc4c3cc2OC)cc1	2
CN(C)c1nc(SCc2ccccc2Cl)nc2c1CCCC2	-11
Nc1nn(-c2ccccc2)nc1C(=O)OCc1ccccc1F	-20
O=C(CN1CCN(c2ccccc2)CC1)Nc1ccc(OCc2ccccc2)cc1	-14
Cc1noc(C)c1C(=O)Nc1ccc(-n2ccc(C(F)(F)F)n2)cc1	1
Cc1ccc(S(=O)(=O)Oc2ccc3c(c2)O/C(=C\c2cccnc2)C3=O)cc1	2
O=C(NCc1cccc(C(F)(F)F)c1)c1cccc2c1C(=O)c1ccc(N3CCC(Cc4ccccc4)CC3)cc1S2(=O)=O	-14

4 entries from above, field by field.
SMILES: O=C(O)c1ccc(-c2ccc(-c3ccccc3)cc2)s1
- HTRA1 inh: -51

SMILES: COc1ccc(OCC(=O)Nc2cc3oc4ccccc4c3cc2OC)cc1
- HTRA1 inh: 2

SMILES: CN(C)c1nc(SCc2ccccc2Cl)nc2c1CCCC2
- HTRA1 inh: -11

SMILES: Nc1nn(-c2ccccc2)nc1C(=O)OCc1ccccc1F
- HTRA1 inh: -20

Further results
SMILES	HTRA1 inh
Cn1nccc1NC(=O)Nc1cccc(Br)c1	6
Cn1cccc1C(=O)NC(=O)COC(=O)CNC(=O)c1ccc(Cl)cc1Cl	-8
Nc1cccc2nc3ccccc3cc12	3
O=C(CN1CCN(CCOCCO)CC1)N1c2ccccc2Sc2ccc(Cl)cc21	0
O=C(NC1CCCCC1)N(CCN1CCCC1)Cc1cc2cc3c(cc2[nH]c1=O)OCCO3	-2
COc1cccc(/C=C/C(=O)c2ccc3c(c2)OCO3)c1OC	2
COc1ccc(OC)c(NC(=O)c2cc(S(=O)(=O)N3CCCCC3)c[nH]2)c1	-2
O=C(O)C1CCN(C(=O)OCc2ccccc2)CC1	-6
CCN(CC)CCN1C(=O)C(=O)/C(=C(/O)c2ccc(S(=O)(=O)N3CCOCC3)cc2)C1c1ccc(C(C)(C)C)cc1 (stereo unspecified)	7
CCCOc1ccc(-c2c(C(=O)N/N=C/c3cccs3)nnn2-c2nonc2N)cc1	18
NC(=O)c1ccc(NC(=O)CSC2=Nc3ccccc3C3CC=NN23)cc1 (stereo unspecified)	-8
CCCCN(CCCC)S(=O)(=O)c1ccc(C(=O)Nc2nnc(COC)o2)cc1	1
Cc1[nH]n(-c2ccccc2)c(=O)c1/C=N/NC(=O)c1ccc(O)cc1O	17
O=C(NCCSCc1c(F)cccc1Cl)Nc1ccccc1	-27
CCS(=O)(=O)N1CCN(C2CCC(c3ccccc3)CC2)CC1 (stereo unspecified)	3
CN(C)c1c2ccccc2nc2c(F)c(F)c(F)c(F)c12	-4
Cc1ccc(C(=O)Nc2cccc(C(F)(F)F)c2)cc1NC(=O)c1csc(-c2ccncc2)n1	-35&-32
O=c1c2ccccc2oc2c1ccc1ccccc12	-14
CC[C@]1(C(=O)OC)[C@H]2C(=O)N(Cc3ccccc3)C(=O)[C@H]2[C@H]2CN(C)C(=NCc3ccccc3)N21	-2
CN1CCN(C(c2ccc(F)cc2)c2ccc3cccnc3c2O)CC1 (stereo unspecified)	5

Entries above marked active in HTRA1 inh.
SMILES	HTRA1 inh
CN(C)C1CCN(Cc2cc(COCc3ccccc3)c3cccnc3c2O)C1 (stereo unspecified)	54*
Cc1ccc(C)c(S(=O)(=O)Nc2cc(SCC(=O)O)c(O)c3ccccc23)c1	45*
CN(C)c1ccc(N=Cc2ccco2)cc1	55*

Among those listed so far, these have a tert-butyl group.
SMILES	HTRA1 inh
C/C(=N\Nc1nncc2ccccc12)c1ccc(C(C)(C)C)cc1	8
CC(C)(C)c1cc(NC(=O)c2cccc([N+](=O)[O-])c2)no1	9
CCN(CC)CCN1C(=O)C(=O)/C(=C(/O)c2ccc(S(=O)(=O)N3CCOCC3)cc2)C1c1ccc(C(C)(C)C)cc1 (stereo unspecified)	7

Next section:
SMILES	HTRA1 inh
CN(Cc1ccon1)C(=O)CC1C(=O)NCCN1Cc1ccc(F)c(F)c1 (stereo unspecified)	-7
CC(C)N(C(=O)c1ccc(C(=O)Nc2ccc([N+](=O)[O-])cc2)cc1)C(C)C	-3
Cc1nnc(NC(=O)CSc2nnc(-c3ccco3)o2)s1	7
Nc1ccc2oc(-c3cccc(Br)c3)nc2c1	0

Part of the list above, in CSV form.
compound,HTRA1 inh
C[C@@H]1NC(=O)c2cc([N+](=O)[O-])cc(I)c2NCCCC[C@@H](C(N)=O)NC(=O)[C@H](CC(N)=O)NC1=O,-1
Cc1ccc(-n2nnc3c(SCC(=O)NCC4CCCO4)ncnc32)cc1 (stereo unspecified),-1
O=C(C1=C[C@H](c2ccc(C(F)(F)F)cc2)C[C@H](OCc2ccc(CO)cc2)O1)N1CCCCCCC1,-30
O=C(NCCSCc1c(F)cccc1Cl)Nc1ccccc1,-27

Compound activity: PubChem, The Scripps Research Institute Molecular Screening Center
